Compound activity as filed in PubChem.
Gal4-VP16 FLuc = inhibits Gal4-VP16 luciferase reporter, ROR gamma counter-screen. Drosophila S2 Gal4-VP16 UAS-luciferase, luminescence, 20 h. Potency, µM (top dose mostly 53.6 µM), without a hit: top-dose activity, negative = inhibition, hits mostly inhibitors. 3.5% of 310,000 active. AID 2546;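 also: Gal4-VP16 expression switched on by copper sulfate through the metallothionein promoter; % is scaled to controls: 0 for no effect and ±100 for the full control effect; nearly all actives have a fitted effect of over 50% in size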
p53 reactivation = re-activators of mutant p53 | H1299 p53-A138V BP100-luciferase reporter, luminescence, 24 h | AID 504706 | 0.063% of 320,000 active | Potency, µM (highest dose often 92.2 µM), without a hit: at the top dose activity change, positive = activation, most hits filed as activators; also: % of control where 0% means no effect; nearly all actives have a fitted effect of over 45% in size
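p53-null H1299 cells stably carrying temperature-sensitive p53-A138V and a BP100-luciferase reporter were pinned with compounds (4-point, 1:5 series) and held 24 hrs at 37 deg C. Luminescence was read 10 min after detection reagent.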
NPC1 promoter act = NPC1 promoter activation; Huh7 NPC1 promoter luciferase reporter, 24 h; Potency, µM (highest dose often 9.22 µM), without a hit: at the highest dose activation, hits mostly activators; 2.4% of 320,000 active; AID 485313;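 also: % of control where 0% means no effect; nearly all actives have a fitted effect of over 60% in size; reporter is driven by a mutant NPC1 promoter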
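Quantitative HTS used a cell-based reporter: Huh7 cells stably bearing the NPC1 promoter upstream of luciferase were treated with compounds for 24 h, and promoter activation was read as luminescence.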
Rab9 promoter act = activators of Rab9 promoter; 2.8% of 320,000 active; Huh7 Rab9 promoter-luciferase reporter, luminescence, 24 h; Potency, µM (titrated, usually from 9.22 µM), for inactives: at the top dose activation, negative = inhibition, usual class: activators; AID 485297; also: % of control where 0% means no effect; nearly all actives have a fitted effect of over 60% in size
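Cells were plated at 1500 per well in reduced-serum medium with 10% FBS and left 2 h. Compound in DMSO was then added for 24 h at 37 °C. Reporter signal was read by luminescence after 10 min with luciferase detection reagent.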
RORg inh = blocks mouse ROR gamma transcriptional activity. Potency, µM (top dose mostly 53.6 µM), for the others: at the top dose activity change, negative = inhibition, hits mostly inhibitors. P51450. AID 2551. Drosophila S2 Gal4-RORgamma UAS-luciferase reporter, 20 h. 5.4% of 310,000 active; also: % is scaled to controls: 0 for no effect and ±100 for the full control effect; nearly all actives have a fitted effect of over 60% in size
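A Gal4/UAS one-hybrid system in insect cells: metallothionein-promoter Gal4–ROR gamma fusion plus Photinus luciferase reporter. Copper sulfate 700 uM final, 20 hr ambient incubation, luminescent detection after 10 min with reagent.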
MBNL1 CUG block = inhibitors of human MBNL1 binding to CUG repeat RNA | Q9NR56 | 0.036% of 280,000 active | Potency, µM (highest dose often 57.5 µM), for the others: top-dose activity change, negative = inhibition, usual class: inhibitors | TR-FRET MBNL1-His/biotin-(CUG)12 binding, 665/545 ratio; active = well fitted inhibition curve with a large enough effect in the signal ratio, with a control signal flat, not every such curve was filed as active; inconclusive = small, poorly fitted or top-dose-only effect, or effect the other way, or a change in a side signal; inactive = no such curve, though single readings can be large or run the other way; the % refers to the signal ratio; also: % is scaled to controls: 0 for no effect and ±100 for the full control effect
Target sequence (Q9NR56 whole entry, looked up): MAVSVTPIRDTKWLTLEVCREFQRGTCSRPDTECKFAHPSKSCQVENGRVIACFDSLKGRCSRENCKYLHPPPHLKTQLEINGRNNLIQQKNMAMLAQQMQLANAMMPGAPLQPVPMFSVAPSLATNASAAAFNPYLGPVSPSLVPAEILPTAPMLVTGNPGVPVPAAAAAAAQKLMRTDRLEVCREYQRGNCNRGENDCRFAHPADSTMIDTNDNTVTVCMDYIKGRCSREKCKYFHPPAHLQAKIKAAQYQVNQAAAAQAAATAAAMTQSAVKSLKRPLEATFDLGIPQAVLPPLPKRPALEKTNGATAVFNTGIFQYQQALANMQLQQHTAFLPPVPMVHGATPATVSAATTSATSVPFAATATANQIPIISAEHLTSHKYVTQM
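TR-FRET between His-tagged MBNL1 and biotin-(CUG)12 RNA, detected with Tb anti-His antibody (0.055 ng/ul) and streptavidin-XL665 (5 nM), 60 min at room temperature. Compounds titrated 92 nM to 58 uM; 665/545 nm ratio normalized to buffer and complex controls.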
CXXC DNA block = MLL CXXC-DNA interaction inhibition; 0.037% of 290,000 active; Potency, µM (top dose mostly 115 µM), inactives show at the highest dose activity change, negative = inhibition, actives largely listed as inhibitors; MLL-CXXC / FITC-HOXA9 DNA fluorescence polarization; Q03164; active = well fitted inhibition curve with a large enough effect in the polarisation, with a control signal flat, not every such curve was filed as active; inconclusive = small, poorly fitted or top-dose-only effect, or effect the other way, or a change in a side signal; inactive = no such curve, though single readings can be large or run the other way; the % refers to the polarisation
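Steps: dispense CXXC domain solution (7 uM) → pin compounds or unlabeled HOX-A9 DNA control → 5 min ambient → add FLSN-HOX-A9 solution (50 nM) → spin → 30 min ambient → fluorescence polarization. Tris pH 7.5/NaCl/DTT/BSA buffer.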
BRCA1 expr act = BRCA1 expression activation; MCF7-BRCA1-FFLuc reporter, luminescence, 48 h; response scale: scaled: vehicle 0%, 10 µM genistein 100%; Potency, µM (titrated, usually from 46.1 µM), without a hit: top-dose activation, hits mostly activators; AID 624202; 1.1% of 380,000 active; also: nearly all actives have a fitted effect of over 80% in size; some results filed as inactive show a strong effect at the top dose
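Luminescence from a BRCA1-driven firefly luciferase in MCF7 cells was read after 48 h compound exposure at 37 C. Data normalized against DMSO and a 10microM genistein activation control, then curve-fitted across the titration.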
ELG1 genotoxic = genotoxicity induction in ELG1-luciferase HEK293T cells; HEK293T ELG1-luciferase reporter, luminescence, 16 h; Potency, µM (series often up to 46 µM), inactives show at the top dose activity change, positive = activation, hits mostly activators; 1.3% of 330,000 active; AID 504466; also: % of control where 0% means no effect; nearly all actives have a fitted effect of over 60% in size
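HEK293T cells expressing luciferase-tagged ELG1 were treated with compound or DMSO for 16 hr at 37°C. Luciferase activity was then read after 30 min with ONE-Glo at room temperature; rising signal flags genetic stress.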
uPA generation = inhibitors of cell surface uPA generation; cell surface uPA generation assay, qHTS; Potency, µM (series often up to 38.3 µM), for inactives: at the highest dose activity change, negative = inhibition, usual class: inhibitors; 0.31% of 330,000 active; AID 540303; active = well fitted inhibition curve with a large enough effect; inconclusive = small, poorly fitted or top-dose-only effect; inactive = no such curve, though single readings can be large or run the other way; tested in mouse RAW 264.7 cells; also: % is scaled to controls: 0 for no effect and ±100 for the full control effect; nearly all actives have a fitted effect of over 55% in size
FLuc counter = counter-screen for miR-21 project: firefly luciferase inhibitors or activators; AID 588342; 6.9% of 360,000 active; P08659; purified FLuc, Km substrates, luminescence inhibition; Potency, µM (doses to about 57.5 µM), without a hit: at the highest dose activity change, negative = inhibition, actives largely listed as inhibitors;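 also: plate controls were vehicle for no effect and reference inhibitor for full effect; nearly all actives have a fitted effect of over 55% in size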
Target sequence (P08659 whole entry, looked up): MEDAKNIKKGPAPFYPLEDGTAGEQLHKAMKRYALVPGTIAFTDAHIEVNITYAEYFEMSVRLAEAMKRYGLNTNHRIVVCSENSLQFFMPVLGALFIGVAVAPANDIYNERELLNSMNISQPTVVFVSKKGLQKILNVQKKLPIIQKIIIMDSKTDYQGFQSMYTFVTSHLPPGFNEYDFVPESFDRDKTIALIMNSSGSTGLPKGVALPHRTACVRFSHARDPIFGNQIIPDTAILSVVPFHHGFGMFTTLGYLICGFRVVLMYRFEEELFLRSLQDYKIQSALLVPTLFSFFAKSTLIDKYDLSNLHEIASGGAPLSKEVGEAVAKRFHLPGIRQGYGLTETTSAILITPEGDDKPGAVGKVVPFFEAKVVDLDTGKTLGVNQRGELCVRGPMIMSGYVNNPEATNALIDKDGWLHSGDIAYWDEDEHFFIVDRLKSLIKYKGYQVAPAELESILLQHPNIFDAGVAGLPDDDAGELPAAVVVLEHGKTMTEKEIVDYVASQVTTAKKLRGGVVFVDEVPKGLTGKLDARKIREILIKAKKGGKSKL
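Purified P. pyralis luciferase (10nM final) with 10uM D-luciferin and 10uM ATP (Km levels) in 50mM Tris acetate pH 7.5, 10mM Mg acetate, 0.01% Tween-20, 0.05% BSA; qHTS 6-point titration, ~60 µM downward; luminescence read.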
* marks the source's active call; other numbers are inactive results; ? = inconclusive; . = no result given; & = joins results of further samples; [ ] = remark or other dose. Unless noted, calls follow the shape of the dose curve; as a rule, active = well fitted curve in the direction sought with a large enough effect; inconclusive = small, poorly fitted or top-dose-only effect, or another doubt; inactive = no such curve, though single readings can be large; an effect the other way counts as inactive or inconclusive. Potency is read from the fitted curve at half-maximal effect. This is a subset. The share of hits here may be higher or lower than overall.

SMILES	Gal4-VP16 FLuc	p53 reactivation	NPC1 promoter act	Rab9 promoter act	RORg inh	MBNL1 CUG block	CXXC DNA block	BRCA1 expr act	ELG1 genotoxic	uPA generation	FLuc counter
O=C(O)c1ccc(-n2cccc2/C=N\NC(=O)c2cc3cc(Br)ccc3o2)cc1	-2%	-2%	-4%	-2%	36%	3%	-9%	6%	-2%	0%	15µM*
O=c1c(Cc2c(F)cccc2Cl)c(O)ccn1CCCN1CCOCC1	-18%	-1%	1%	-3%	4%	-2%	?	-5%	1%	-3%	4%
COc1ccc(C(=O)N/C(N)=N/c2nc3ccccc3o2)cc1	?	13%	23%	20%	8.9µM*	4%	-1%	42%	3%	-1%	-8%
O=C(CN1C(=O)c2ccccc2C1=O)N(CCO)Cc1ccccc1	-3%	-2%	-5%	-1%	17%	?	-2%	30%	2%	9%	0%
Cn1c(=O)oc2cc(S(=O)(=O)N3CCCC(C(=O)NC4CCCc5ccccc54)C3)ccc21 (configuration not stated)	0.1µM*	-1%	-4%	0%	?	-11%	-12%	-25%	-8%	-12%	-3%
Cc1ccccc1OC(=O)CCC(=O)OCCCC(F)(F)C(F)(F)F	-3%	-3%	0%	0%	-35%	-7%	-4%	2%	2%	.	0%
Cc1c(C(=O)Nc2ccc(Cl)cc2)c2ccccn2c1CCc1ccncc1	29%	?	?	?	32%	6%	6%	27%	3%	-26%	3µM*
CN(C)S(=O)(=O)c1cccc(NC(=O)NCCCl)c1	-2%	-3%	0%	-8%	2%	3%	-4%	4%	1%	10%	-2%
COc1ccc(CNCc2ccc(F)cc2)c(OC)c1	-1%	.	0%	0%	0%	-6%	7%	3%	0%	-2%	5%
CCOC(=O)C1=C(C)NC(=O)NC1c1ccc(OCC(=O)Nc2ccccc2)c(OC)c1 (configuration not stated)	-4%	7%	5%	-4%	12%	-8%	-4%	2%	12%	-8%	0%
CCC/C(=N/NC(=O)c1csc(C)c1C)c1ccc(Cl)s1	?	14%	-1%	2%	16µM*	1%	2%	0%	?	4%	4%
C#CCNC(=O)C1=C[C@@H](c2cn(C(C)=O)c3ccccc23)C[C@@H](OCc2ccc(CO)cc2)O1	-2%	9%	0%	0%	8%	0%	-9%	-59%	-8%	9%	-15%
O=S(=O)(c1cccc2nsnc12)N1CCCC1	-13%	-3%	-2%	-6%	2%	?	12%	0%	0%	.	0%
Cn1c(=O)c2c(ncn2Cc2nnc(N)s2)n(C)c1=O	-3%	4%	-3%	-6%	32%	-2%	-6%	0%	1%	3%	2%
COC(=O)c1ccc(Cn2nc(C(F)(F)F)cc2C)cc1	1%	4%	-4%	-25%	23%	19%	4%	1%	2%	2%	2%
COc1ccc(NC(=O)CN(C)C(=O)c2cc(-c3ccncc3)nc3ccccc23)cc1	4%	-9%	-3%	6%	-4%	20%	-12%	0%	-19%	5%	?
O=S(=O)(c1ccc(Cl)cc1)N1CCn2c1nc1ccccc12	-1%	-12%	0%	2%	19%	0%	-1%	-5%	-5%	4%	-4%
COc1ccc(S(=O)(=O)N2CCOCC2)cc1NS(=O)(=O)/C=C/c1ccccc1	5%	-3%	-2%	-7%	26%	-6%	11%	-7%	3%	-2%	?
Cc1ccc(S(=O)(=O)N2CCOCCOCCOCCOCCOCC2)cc1	-10%	.	-3%	-1%	4%[1.91 µM]	-6%	10%	-12%	-3%	-28%	8%
COc1ccc(/C=N/NC(=O)c2cc(C)on2)c2ccccc12	-1%	1%	-2%	0%	-29%	14%	-5%	0%	-1%	-2%	-12%
Cc1cc(C)c2c(c1)c1nnc(SCCN3CCCCC3)nc1n2C	-2%	3%	-3%	0%	-10%	?	14%	-54%	4%	3%	-4%
Cc1cc(C)n2nc(C(=O)OCC(=O)N(C)CC(=O)Nc3ccc(F)cc3)nc2n1	.	5%	-10%	-5%	.	.	.	-1%	5%	-4%	4%
NC(=S)N/N=C1/CCSc2ccc3ccccc3c21	3.2µM*	9%	0%	-16%	0.63µM*	103%[activator]	30%	-52%	-10%	1%	2%
CN(c1ccc(OCC(=O)N2CCOCC2)cc1)S(=O)(=O)c1ccc(F)cc1	11%	-4%	-15%	-8%	32%	2%	7%	-20%	-4%	2%	-3%
O=C(CCCNC(=O)c1ccc(Cl)cc1)NCc1ccccc1Cl	7%	-7%	0%	-3%	-4%	1%	?	16%	0%	-5%	-7%

Arranged by value in NPC1 promoter act (falling): 4 of the compounds above.
molecule,NPC1 promoter act
COc1ccc(S(=O)(=O)N2CCOCC2)cc1NS(=O)(=O)/C=C/c1ccccc1,-2%
O=C(O)c1ccc(-n2cccc2/C=N\NC(=O)c2cc3cc(Br)ccc3o2)cc1,-4%
O=C(CN1C(=O)c2ccccc2C1=O)N(CCO)Cc1ccccc1,-5%
Cc1cc(C)n2nc(C(=O)OCC(=O)N(C)CC(=O)Nc3ccc(F)cc3)nc2n1,-10%

Limited to Gal4-VP16 FLuc and RORg inh, for 2 of the compounds above:
Molecule | Gal4-VP16 FLuc | RORg inh
COC(=O)c1ccc(Cn2nc(C(F)(F)F)cc2C)cc1 | 1% | 23%
COc1ccc(NC(=O)CN(C)C(=O)c2cc(-c3ccncc3)nc3ccccc23)cc1 | 4% | -4%

Carrying on:
SMILES	Gal4-VP16 FLuc	p53 reactivation	NPC1 promoter act	Rab9 promoter act	RORg inh	MBNL1 CUG block	CXXC DNA block	BRCA1 expr act	ELG1 genotoxic	uPA generation	FLuc counter
CCN(CC)S(=O)(=O)c1ccc(N2CCOCC2)c(NC(=O)C2=COCCO2)c1	5%	1%	2%	-1%	9%	2%	63%[activator]	-30%	-4%	-7%	3%
CC/C(=N\NS(C)(=O)=O)c1ccccc1	-3%	-3%	0%	-10%	3%	-4%	-2%	-8%	1%	5%	0%
COC(=O)c1ccc(CSc2nc3sc(C(=O)O)c(C)c3c(=O)[nH]2)cc1	0%	6%	0%	0%	28%	3%	13%	-1%	1%	3%	?
Cc1ccc(S(=O)(=O)N(C)CC(=O)N2CC(C)OC(C)C2)cc1 (configuration not stated)	9%	4%	-1%	5%	13%	-8%	24%	-5%	4%	0%	7%
Cc1nc(N/C(N)=N/S(=O)(=O)c2ccc([N+](=O)[O-])cc2)nc2ccccc12	2%	-10%	-9%	-4%	-26%	?	?	-29%	-5%	-3%	5%
CC(/C=C1\SC(=S)N(CC(=O)O)C1=O)=C\c1ccccc1	-4%&4%	?	?	21%	7%[10 µM]	.	-17%&-14%	59%	16%	-2%	17µM*
COc1cc(C[C@@H]2C(=O)OC[C@H]2Cc2ccc(OC)c(OC)c2)ccc1O	.	-15%	-31%[inhibitor]	-35%[inhibitor]	.	.	.	-3%	1%	?	-1%
CCCC(C)NC(=O)c1cc(S(=O)(=O)N2CCCCCC2)ccc1OC (configuration not stated)	.	-5%	-6%	-4%	.	.	.	5%	-2%	-2%	3%
CCC(C)C(=O)N1CCc2cc(-c3csc(N)n3)ccc21 (configuration not stated)	-4%	?	2.5µM*	1.4µM*	8%	?	-17%	?	5.8µM*	-7%	5.4µM*
Nc1nnc(SCc2cccnc2)s1	-11%	-13%	0%	-10%	-2%	-5%	-2%	11%	1%	0%	-5%
O=c1nc2sc3ccccc3n2c(=O)n1-c1cccc(Cl)c1	?	?	13%	?	7%	-3%	2%	?	4.6µM*	-3%	-4%
O=C(Oc1ccc(C(=S)N2CCOCC2)cc1)c1ccc(Br)cc1	-4%	6%	-1%	-1%	25%	12%	4%	-3%	1%	3%	0%
COc1ccc(CCCC(=O)Nc2ccccc2F)cc1	10%	?	19%	?	20%	-22%	13%	24%	?	3%	13µM*
CCN1C(=O)[C@H]2[C@@H](c3ccc(-c4ccccc4)cc3)N3CCCC[C@@]3(C(=O)OC)[C@H]2C1=O	.	-3%	0%	-2%	.	.	.	3%	-7%	1%	3%
FC(F)(F)c1nc(-c2cccs2)ncc1-c1nnnn1-c1ccc(Cl)cc1	-6%	3%	-4%	-14%	-21%	5%	-14%	-93%	-15%	-9%	1%
CCCc1cc(=O)[nH]c(SCC(=O)Nc2oc(C)c3c(C)n[nH]c(=O)c23)n1	.	6%	6%	0%	.	.	.	-19%	-6%	-3%	5%
Cc1ccc2c(c1)[C@@H](O)C[C@@H](C)N2N=O	-10%	-3%	-3%	-5%	2%	-3%	34%[activator]	10%	1%	0%	3%
